# ERG Ets-DNA blk: blocks human ERG Ets domain binding to DNA | 370,000 tested, 0.028% active | P11308 | Potency, µM (series often up to 76.9 µM), for the others: top-dose FP activity, negative = inhibition, actives largely listed as inhibitors | fluorescence polarization, His-ERG Ets domain / labelled DNA; active = well fitted inhibition curve with a large enough effect in the polarisation, with a control signal flat; inconclusive = small, poorly fitted or top-dose-only effect, or effect the other way, or a change in a side signal; inactive = no such curve, though single readings can be large or run the other way; the % refers to the polarisation;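 also: polarization taken with two DNA probes labelled with fluorescein and Texas red; potency is read from the fitted curve at half-maximal effect; % of control where 0% means no effect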
#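 His-tagged ERG Ets domain (1 uM in the protein solution; 300mM KCl, 50mM Tris-HCl, 1mM EDTA, 1mM DTT, pH 7.5) received compound, then a probe mix of 5 nM fluorescein-DNA and 100nM Texas-615-DNA. Fluorescence polarization was read for both dyes.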
# GLS inh: blocks human kidney-isoform glutaminase activity; O94925; GLS enzymatic activity, qHTS titration; Potency, µM (titrated, usually from 45.5 µM), inactives show top-dose activity change, negative = inhibition, actives largely listed as inhibitors; 410,000 tested, 0.21% active; AID 624170; also: potency is read from the fitted curve at half-maximal effect; % is scaled to controls: 0 for no effect and ±100 for the full control effect
# Target sequence (O94925 whole entry, looked up, canonical isoform): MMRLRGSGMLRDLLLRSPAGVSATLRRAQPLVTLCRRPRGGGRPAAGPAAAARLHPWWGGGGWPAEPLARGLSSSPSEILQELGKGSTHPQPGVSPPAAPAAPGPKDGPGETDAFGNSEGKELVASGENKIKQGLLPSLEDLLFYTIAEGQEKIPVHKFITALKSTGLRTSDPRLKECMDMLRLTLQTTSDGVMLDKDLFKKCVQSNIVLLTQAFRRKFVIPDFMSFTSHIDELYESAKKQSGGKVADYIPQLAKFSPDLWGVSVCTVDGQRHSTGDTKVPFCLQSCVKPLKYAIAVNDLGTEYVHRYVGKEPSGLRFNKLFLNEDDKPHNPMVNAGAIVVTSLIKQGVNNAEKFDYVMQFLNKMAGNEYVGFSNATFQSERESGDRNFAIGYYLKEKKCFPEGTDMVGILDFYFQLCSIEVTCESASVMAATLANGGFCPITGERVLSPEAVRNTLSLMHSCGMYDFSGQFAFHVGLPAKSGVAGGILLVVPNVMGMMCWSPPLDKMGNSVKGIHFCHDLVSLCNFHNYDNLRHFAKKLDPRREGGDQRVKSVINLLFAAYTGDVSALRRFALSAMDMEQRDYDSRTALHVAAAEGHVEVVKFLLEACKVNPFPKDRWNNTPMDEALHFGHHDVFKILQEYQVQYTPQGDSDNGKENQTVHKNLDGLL
#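 Coupled fluorescence readout: glutamate oxidase/HRP/Amplex Red detect glutamate formed by hKGA from L-glutamine (1 mM solution added). Buffer 45 mM KH2PO4 pH 8.2, 0.02% Tween-20; reads at t0 and 30 min RT.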
# 12-LOX inh: blocks human arachidonate 12S-lipoxygenase. AID 1671190. Potency, µM (titrated, usually from 108 µM), inactives show at the highest dose activity change, negative = inhibition, actives largely listed as inhibitors. purified 12hLO, xylenol orange hydroperoxide absorbance. P18054. 580,000 tested, 1.1% active; also: potency is read from the fitted curve at half-maximal effect; % is scaled to controls: 0 for no effect and ±100 for the full control effect
#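 Purified human 12hLO at 150 nM in 25 mM Hepes, 0.01% Triton X-100, pH 7.0, preincubated 15 min at room temperature with compound. Reaction started with 40 uM arachidonic acid, 30 min at room temperature. Hydroperoxide measured by Fe-xylenol orange, 573/405 nm absorbance ratio.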
# G9a block: G9a (human) methyltransferase inhibition. Q96KQ7. G9a H3K9 monomethylation, AlphaScreen, 2 h. Potency, µM (titrated, usually from 102 µM), without a hit: at the top dose activity, negative = inhibition, hits mostly inhibitors. 350,000 tested, 8.8% active. AID 504332; also: potency is read from the fitted curve at half-maximal effect; % is scaled to controls: 0 for no effect and ±100 for the full control effect; nearly all actives have a fitted effect of over 75% in size
#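 Compounds were preincubated with 20 nM G9a for 15 min, after which biotinylated H3K9 peptide (500 nM) and SAM (20 uM) started a 2 h room-temperature reaction. Monomethylated product was quantified by antibody-based AlphaScreen chemiluminescence.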
# HP1b binding inh: HP1-beta chromodomain-methylated histone interaction inhibition; P83916; AlphaScreen HP1-beta / biotin-H3K9me3 peptide binding; Potency, µM (doses to about 114 µM), for inactives: at the top dose activity change, negative = inhibition, hits mostly inhibitors; 390,000 tested, 0.56% active; also: potency is read from the fitted curve at half-maximal effect; nearly all actives have a fitted effect of over 70% in size; inactives centre near 23
# Target sequence (P83916 whole entry, looked up): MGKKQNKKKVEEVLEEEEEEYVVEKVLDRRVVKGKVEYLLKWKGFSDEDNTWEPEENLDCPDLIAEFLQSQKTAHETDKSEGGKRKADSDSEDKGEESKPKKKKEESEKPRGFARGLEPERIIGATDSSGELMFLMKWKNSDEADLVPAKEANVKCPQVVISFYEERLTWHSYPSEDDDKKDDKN
#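 Compound inhibition of the preformed complex between 50 nM HP1-beta and 50 nM biotinylated H3K9me3 peptide was read by AlphaScreen. Buffer was PBS pH 7.4 with 0.01% Tween-20. Incubations ran 30 min at room temperature, with 10 ug/mL donor/acceptor beads.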
# BAZ2B block: BAZ2B (human) inhibition. 360,000 tested, 4.4% active. Potency, µM (doses to about 114 µM), inactives show at the highest dose activity change, negative = inhibition, usual class: inhibitors. Q9UIF8. AlphaScreen BAZ2B-H3K14Ac peptide displacement. AID 504333; also: potency is read from the fitted curve at half-maximal effect; % is scaled to controls: 0 for no effect and ±100 for the full control effect; nearly all actives have a fitted effect of over 60% in size
#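 Compounds, titrated to a top concentration of 110 uM, were incubated 30 min at room temperature with preformed BAZ2B/acetyl-K14 H3 peptide complex (50 nM each). Proximity signal was measured by AlphaScreen after 20 min with beads.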
# PI4K2A block: PI4K2A (human) kinase inhibition; AID 1346378; Q9BTU6; purified PI4K2A, ADP-Glo luminescence, 1 h; hits give low values; activity change, negative = inhibition, % at 76.9 µM; 420,000 tested, 0.13% active; in the data active = activity change below about -50%; inconclusive = mostly about -30% to -49%;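 also: -100% = wells without enzyme as full effect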
#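 ADP-Glo luminescence measured ADP generated by PI4K2A enzyme (4 ug/mL before mixing) with 1.2 mM PI substrate (pre-mix) and 300 microM ATP (pre-mix). Tris pH7.5 buffer with MgCl2, Triton X-100; 1 h reaction at ambient temperature.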
# JMJD2A Tudor inh: blocks the human JMJD2A Tudor domain. O75164. AlphaScreen JMJD2A-Tudor / H3K4me3 peptide binding. Potency, µM (highest dose often 114 µM), without a hit: at the top dose activity change, negative = inhibition, actives largely listed as inhibitors. 390,000 tested, 4.4% active; also: potency is read from the fitted curve at half-maximal effect; % is scaled to controls: 0 for no effect and ±100 for the full control effect; nearly all actives have a fitted effect of over 50% in size
# RGS4 inh: blocks human RGS4-accelerated GTP hydrolysis | AID 504845 | 390,000 tested, 0.039% active | Transcreener GDP fluorescence polarization, RGS4-accelerated GTP hydrolysis | Potency, µM (top dose mostly 114 µM), for inactives: at the top dose activity change, negative = inhibition, most hits filed as inhibitors | P49798; also: potency is read from the fitted curve at half-maximal effect; % is scaled to controls: 0 for no effect and ±100 for the full control effect; nearly all actives have a fitted effect of over 75% in size; some results filed as inactive show a strong effect at the top dose
# Target sequence (P49798 whole entry, looked up): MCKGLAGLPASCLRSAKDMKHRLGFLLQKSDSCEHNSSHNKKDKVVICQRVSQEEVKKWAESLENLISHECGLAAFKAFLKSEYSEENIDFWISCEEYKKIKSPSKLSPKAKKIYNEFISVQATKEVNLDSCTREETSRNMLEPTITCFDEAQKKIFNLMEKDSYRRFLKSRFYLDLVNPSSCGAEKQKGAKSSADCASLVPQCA
#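 MLSMR compounds (23 nl, pin-transferred) preincubated 10 min at room temperature with a 500nM (2x) first reagent, then RGS4 at 900nM (2x) plus Transcreener GDP mix added; fluorescence polarization (620/688 nm) read before and after 90 min at 30 °C.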
# Starred values were filed as active, the others as inactive; ? = inconclusive; · = not tested or not shown; [ ] = remark or other dose. Unless noted, calls follow the shape of the dose curve; as a rule, active = well fitted curve in the direction sought with a large enough effect; inconclusive = small, poorly fitted or top-dose-only effect, or another doubt; inactive = no such curve, though single readings can be large; an effect the other way counts as inactive or inconclusive. An excerpt; count on the stated rates, not on these rows.
ERG Ets-DNA blk	PI4K2A block	G9a block	RGS4 inh	BAZ2B block	GLS inh	JMJD2A Tudor inh	12-LOX inh	HP1b binding inh	SMILES
-3%	4	17%[59 µM]	19%	12%	1%	-13%	9%	28%	CSc1nc(C)cc(C)c1C(N)=O
14%	-2	-8%[12.7 µM]	15%	-5%	0%	-9%	-6%	20%	Cc1ccc(S(=O)(=O)N2CCN(C(=O)COC(=O)/C=C/c3ccccc3)CC2)c(C)c1
·	1	-21%	-29%	-5%	13%	-15%	7%	30%	COc1ccc(C2=C(O)C(C)N(c3ccccc3)C2=N)cc1OC (stereo not drawn)
-6%	-4	?	-25%	-16%	17%	13%	-2%	16%	CCOc1cc(C2NC(=O)NC(O)(C(F)(F)F)C2C(=O)c2ccc(OC)cc2)ccc1O (stereo not drawn)
0%	-5	20%	22%	2%	2%	-16%	16%	4%	Cc1c(Cl)cccc1NC(=O)c1cc(S(=O)(=O)N2CCOCC2)cn1C
6%	-5	47%[59 µM]	15%	-4%	0%	-18%	·	10%	c1ccc(-c2nc(-c3ccccn3)nc(-c3ccccn3)n2)nc1
0%	-9	?	7%	50µM*	15%	35µM*	-12%	16%	C[C@H](NC(=O)c1nc[nH]c1C(=O)N1CCNCC1)C(=O)OC(C)(C)C
4%	1	29%[59 µM]	-5%	-19%	-11%	-12%	-2%	3%	CC(=O)Nc1nc(C)c(C(C)(C)C)s1
5%	-8	-24%	20%	-3%	-3%	-6%	-2%	17%	C=CCn1c(SCC(=O)Nc2ccc3c(c2)OCO3)nnc1-c1ccccc1OC
28%	-13	-45%[12.7 µM]	-38%	56µM*	?	?	-11%	20%	COCCN(C(=O)c1cc2c(s1)CCC2)c1c(N)n(CC(C)C)c(=O)[nH]c1=O
5%	1	19%	-14%	-7%	-3%	5%	5%	41%[activator]	CCN(CC)S(=O)(=O)c1ccc2c(c1)N(CC(=O)NCC1CCCO1)C(=O)CO2 (stereo not drawn)
2%	-9	50µM*	-26%	?	2%	-24%	?	?	O=C1/C(=C\c2ccco2)SC(=S)N1c1ccccc1
7%	4	?	14%[11.4 µM]	-10%	1%	-23%	1%	8%	COc1cccc(C(=O)NCC(=O)N2CCC3(CC2)NCCc2[nH]cnc23)c1OC
4%	2	9%[59 µM]	-17%	9%	-2%	-11%	2%	9%	Cc1ccc(-c2cn3cccnc3n2)cc1
-4%	-2	-18%[59 µM]	1%	-3%	6%	-18%	-25%	21%	COc1ccc(C(CNC(=O)Cc2cc(OC)c(OC)c(OC)c2)N2CCCC2)cc1 (stereo not drawn)
-1%	-4	22%[2.33 µM]	-13%	5%	6%	-1%	-10%	69%[activator]	COc1ccc2nc(C)cc(Nc3ccc(C(=O)O)cc3)c2c1
0%	-5	-10%	-14%	3%	-2%	-8%	20%	27%	COC(=O)c1sc2cnccc2c1N
0%	-14	?	24%	8%	25%	0%	0%	24%	CCOC(=O)c1[nH]c2ccc(OC)cc2c1NC(=O)CCN1CCCC(C)C1 (stereo not drawn)
16%	-2	-31%	14%	-15%	0%	-4%	-18%	21%	Cc1nc(N)nc(Cl)c1Cc1ccc(Cl)cc1
3%	3	-2%	-1%	·	-4%	-4%	2%	20%	Cc1nnc2sc(SCc3ccc(Br)cc3)nn2c1=O
-1%	2	-3%	-38%	-19%	10%	-4%[11.4 µM]	9%	-4%	CN(c1ccccc1)S(=O)(=O)c1ccc(NC(=O)c2cccs2)cc1
6%	0	22%[59 µM]	0%	-25%	10%	-13%	-1%	40%[activator]	C=CCc1c(C)nc(-c2ccccc2)nc1N/N=C/c1ccccc1
·	1	-12%[59 µM]	1%	·	-3%	-7%	-22%	43%[activator]	O=C1NC(c2cccs2)C(C(=O)c2ccccc2)C(O)(C(F)(F)F)N1 (stereo not drawn)
-2%	2	·	-30%	·	1%	-25%	11%	1%	COC(=O)[C@@H]1[C@H](CCc2ccccc2)NC(=O)N(Cc2ccccc2)[C@@H]1C
-14%	-1	-2%[59 µM]	-25%	-9%	-9%	-27%	3%	29%	Cc1csc(N/N=C/c2ccc([N+](=O)[O-])cc2)n1
-3%	2	0%[59 µM]	2%	-26%	0%	-27%	?	-2%	CCN1CCC(N(Cc2ccc3c(c2)OCO3)C(=O)Nc2cc(Cl)ccc2C(=O)OC)CC1
0%	-1	-1%[59 µM]	-8%	-8%	0%	-8%	-18%	28%	CCOC(=O)N1CCN(C(=O)c2ccccc2NC(=O)c2ccc(Br)cc2)CC1
4%	-2	·	-10%	·	0%	-24%	7%	50%[activator]	COCCNC(=O)c1cc(-c2ccccc2)nn1CC1CC(c2cccc([N+](=O)[O-])c2)=NO1 (stereo not drawn)
1%	3	-35%[59 µM]	-44%	-9%	-9%	-11%	-9%	16%	O=C(c1ccco1)N1CCN(c2ncnc3c(-c4ccccc4)nsc23)CC1
-3%	2	-5%	7%	-2%	-1%	-19%	-21%	20%	Cc1ccc(NC(=O)Nc2ccccc2C(N)=O)cc1

# Molecules from the list above containing fluorine (2):
ERG Ets-DNA blk	PI4K2A block	G9a block	RGS4 inh	BAZ2B block	GLS inh	JMJD2A Tudor inh	12-LOX inh	HP1b binding inh	SMILES
-6%	-4	?	-25%	-16%	17%	13%	-2%	16%	CCOc1cc(C2NC(=O)NC(O)(C(F)(F)F)C2C(=O)c2ccc(OC)cc2)ccc1O (stereo not drawn)
·	1	-12%[59 µM]	1%	·	-3%	-7%	-22%	43%[activator]	O=C1NC(c2cccs2)C(C(=O)c2ccccc2)C(O)(C(F)(F)F)N1 (stereo not drawn)

# Remaining list, next part.
ERG Ets-DNA blk	PI4K2A block	G9a block	RGS4 inh	BAZ2B block	GLS inh	JMJD2A Tudor inh	12-LOX inh	HP1b binding inh	SMILES
5%	-1	-8%	-13%	-12%	-17%	-18%	?	15%	COc1ccc2c(c1)c(=O)oc1cc(OC(C(=O)O)c3ccccc3)ccc12 (stereo not drawn)
1%	-6	?	17%	-6%	-4%	?	?	-14%	CCC(Sc1ccc2nnc(-c3ccc(F)cc3)n2n1)C(=O)O (stereo not drawn)
1%	1	-4%	12%	-5%	3%	-23%	8%	-14%	CCOC(=O)c1c(NC(=O)COC(=O)c2ccc([N+](=O)[O-])cc2)sc(C(=O)N(C)C)c1C
-2%	-2	23%	5%	7%	-6%	-26%	7%	21%	CC(C)(C)S(=O)(=O)c1cnc2c(-c3ccc(F)cc3)cnn2c1N
-4%	-3	14%[12.7 µM]	4%	-3%	1%	-8%	-1%	37%	Cc1cc(C)nc(SCC(=O)NCC2COc3ccccc3O2)n1 (stereo not drawn)
0%	5	-10%[12.7 µM]	8%	5%	7%	1%	6%	17%	CC(=O)c1cccc(NC(=O)CCS(=O)(=O)c2cccc3nonc23)c1
4%	1	-5%	-15%	50µM*	17%	?	9%	-5%	O=C1NC(=S)S/C1=C\c1ccc2ccccc2c1
2%	-7	-25%	0%	-19%	12%	-13%	42%[activator]	33%	O=C(c1cccc2ccccc12)C1CCCN(C(=O)CCCn2cncn2)C1 (stereo not drawn)
2%	-3	2%	5%	-7%	0%	-13%	8%	25%	COC(=O)Cc1c(O)ccn(CCc2c[nH]c3ccccc23)c1=O
5%	-2	18%	-1%	1%	1%	2%	95%[activator]	42%[activator]	O=C(NCCCc1ccncc1)C1CCC(=O)N(Cc2cccc(C(F)(F)F)c2)C1 (stereo not drawn)
1%	-1	6%[0.501 µM]	2%	?	12%	-17%	-9%	32%	c1ccc2cc(CCCc3cc4ccccc4cn3)ncc2c1
0%	9	5%[59 µM]	-4%	-6%	2%	-12%	0%	33%	CCn1c(NC(=O)c2ccc(F)cc2)c2ccccc2nc1=O
14%	3	2%	-1%	-1%	6%	-14%	?	19%	Cc1ccc2nc(SCC(=O)NCCc3ccccc3)nc(=O)n2c1
8%	-1	5µM*	-10%	-25%	30%	8.9µM*	4µM*	?	Cc1ccc(NCc2ccc(O)c3ncccc23)cc1
-19%	3	-9%[59 µM]	-5%	-36%	0%	-29%	?	0%	Cc1nc2nc(SCC(=O)NC3CCC(C)CC3)nn2c(C)c1Cc1ccccc1 (stereo not drawn)
4%	-10	·	-5%	·	-6%	-3%	-14%	7%[57 µM]	O=C(CSc1nnc2ccccn12)NC(=O)c1cccc([N+](=O)[O-])c1
-1%	0	-25%	11%	-9%	7%	-9%	2%	27%	CCOc1ccc2nc(SCC(=O)Nc3ccc4c(c3)OCO4)sc2c1
7%	-1	·	21%	·	2%	-17%	-5%	13%	Cc1cc(NC(=O)COC(=O)Cn2[nH]c(=O)c3ccccc3c2=O)c([N+](=O)[O-])cc1C
1%	-3	3%[59 µM]	-26%	3%	0%	-18%	-11%	16%	O=C(OC(C(=O)Nc1ccc(Cl)c(C(F)(F)F)c1)c1ccccc1)C1=COCCO1 (stereo not drawn)
13%	1	?	-28%	40µM*	13%	?	?	?	C/C(=N/Nc1ccc([N+](=O)[O-])cc1)c1c[nH]c2ccccc12

# Screens from PubChem.
